Assay outcomes: PubChem, National Center for Advancing Translational Sciences (NCATS)
AID inhibitor: blocks human AID cytidine deaminase activity; AID deamination FRET fluorescence, UDG-coupled, 4 h; hit rate 0.32% among 91,000; Potency, µM (series often up to 115 µM), for inactives: at the highest dose activity change, negative = inhibition, usual class: inhibitors; Q9GZX7; AID 1347428; also: nearly all actives have a fitted effect of over 25% in size
Target sequence (Q9GZX7 whole entry, looked up): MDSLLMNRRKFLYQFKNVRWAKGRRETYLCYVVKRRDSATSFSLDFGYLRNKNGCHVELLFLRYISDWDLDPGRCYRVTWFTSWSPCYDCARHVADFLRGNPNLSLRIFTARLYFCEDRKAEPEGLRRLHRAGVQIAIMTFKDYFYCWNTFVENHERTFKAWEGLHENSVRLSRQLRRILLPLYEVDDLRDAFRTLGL
UDG counter: blocks uracil-DNA glycosylase in AID counter-screen; hit rate 0.14% among 91,000; FRET deamination/UDG coupled assay, UDG read, 4 h; Potency, µM (top dose mostly 115 µM), inactives show top-dose activity change, negative = inhibition, hits mostly inhibitors; AID 1347430; also: nearly all actives have a fitted effect of over 65% in size
Active calls of the source: *; ? = inconclusive; [ ] = remark or other dose. Calls follow the shape of the dose curve; as a rule, active = well fitted curve in the direction sought with a large enough effect; inconclusive = small, poorly fitted or top-dose-only effect, or another doubt; inactive = no such curve, though single readings can be large; an effect the other way counts as inactive or inconclusive. % is scaled to controls: 0 for no effect and ±100 for the full control effect; potency is read from the fitted curve at half-maximal effect.

Values run as follows: AID inhibitor	UDG counter
- CC(=O)c1ccc(NC(=O)CSc2nc3ccccc3c(=O)n2CC2CCCO2)cc1 (configuration not stated)
 : -12%	8%
- O=C(Nc1ccc(Nc2ccccc2)nc1)c1cc[n+]([O-])cc1
 : 14%	4%
- COc1cccc(Cn2c(=O)n(-c3ccc(C)c(F)c3)c(=O)c3sc4ccccc4c32)c1
 : 5%	-7%
- O=C(/C=C/c1ccco1)Nc1ccc(Cl)c(-c2nc3cc(Cl)ccc3o2)c1
 : 0%	-5%
- O=S(=O)(NCc1nc2cccnc2n1Cc1ccccc1Cl)c1ccc2c(c1)CCCC2
 : 0%	8%
- Cc1ccc(C)c(C(=O)c2c(N)c(-c3nc(-c4ccc5c(c4)OCO5)cs3)c3ccccn23)c1
 : -18%	?
- Cc1c(C(=O)Nc2ccccc2Br)oc2ccc(S(=O)(=O)N3CCOCC3)cc12
 : -3%	-7%
- CCCCNC(=O)C(CC)Sc1nc2ccccc2c(=O)n1CCc1ccc(OC)c(OC)c1 (configuration not stated)
 : 6%	4%
- Cc1ccccc1-c1noc(-c2cccnc2NCc2ccco2)n1
 : -26%	?
- Cn1c(Oc2ccc(F)cc2)nc2c1c(=O)n(Cc1ccccc1Cl)c(=O)n2C
 : 37%[activator][57.5 µM]	-7%[57.5 µM]
- Cc1[nH]c2ccccc2c1/C=C/C(=O)C(F)(F)F
 : 1%	0%
- CSc1ccc(/C=C2\C(=O)Oc3ccccc32)cc1
 : -24%	-4%
- CCOc1ccc(N(CC(=O)NCc2ccc(OC)cc2)S(=O)(=O)c2c(C)[nH]c(=O)[nH]c2=O)cc1
 : 7%[57.5 µM]	6%[57.5 µM]
- Cc1ccc(C(=O)CC2(O)C(=O)N(CCc3ccccc3)c3ccc(Br)cc32)cc1 (configuration not stated)
 : -28%	0%
- CCc1ccc(CNCc2c(C(=O)O)n(Cc3ccc(C)cc3)c3cc(C)ccc23)cc1
 : 2%	-7%
- CCOC(=O)c1cccc(NC(=O)c2cc(-c3ccc(Cl)s3)nc3ccccc23)c1
 : 25%	6%
- Brc1ccc2c(c1)NC(c1cccnc1)=NC(c1ccccc1)=N2
 : -3%	-1%
- Cc1nc2ccccc2nc1SCC(=O)NC1CCCCC1
 : -7%	-7%
- CCOC(=O)C(C)NC(=O)c1c(C)oc2ncn(CC(C)C)c(=O)c12 (configuration not stated)
 : 15%	23%
- CCCCn1c(CCCNC(=O)c2cccc(C)c2)nc2ccccc21
 : -19%	-9%

Single records, from the list above:
Profile of `O=S(=O)(NCc1nc2cccnc2n1Cc1ccccc1Cl)c1ccc2c(c1)CCCC2` = AID inhibitor: 0%; UDG counter: 8%
Profile of `CC(=O)c1ccc(NC(=O)CSc2nc3ccccc3c(=O)n2CC2CCCO2)cc1` (configuration not stated) = AID inhibitor: -12%; UDG counter: 8%

(listing goes on)
Values run as follows: AID inhibitor	UDG counter
- COc1cc(C(=O)Nc2ccc3nn(-c4ccc(F)cc4)nc3c2)cc(OC)c1OC
 : 159%[activator]	-17%
- CC(=O)OC(C)C[N+](C)(C)C (configuration not stated)
 : 1%	-7%
- O=C(CC1CC2CCC1C2)NCCc1ccccn1 (configuration not stated)
 : 2%	-5%
- CC(C(=O)NC1CC1)N1CCC(c2cc3ccccc3[nH]2)CC1 (configuration not stated)
 : -2%	-1%
- Cc1ccc(-c2nnn3c2nc(N2CCC(C)CC2)c2ccccc23)cc1
 : -9%	2%
- COc1ccccc1C(=O)Nc1sc2c(c1C(N)=O)CCC(C)C2 (configuration not stated)
 : 23%	2%
- COc1ccc(C(=O)/C=C/c2ccc(OCC#N)c(OC)c2)cc1
 : -10%	7%
- O=C1CC(c2ccc(Cl)cc2)c2cc(Br)c3ccccc3c2N1 (configuration not stated)
 : 1%	-8%
- CC(=O)c1cccc(NC(=O)c2ccc(-n3c(C)nnc3C)cc2)c1
 : -8%[57.5 µM]	-16%[57.5 µM]
- COc1ccc(S(=O)(=O)n2nc(C)c(S(=O)(=O)N3CCC(C)CC3)c2C)cc1C
 : 38%[activator]	-10%
- COC(=O)[C@@H](C)NC(=O)NCc1ccc(C)cc1
 : 2%	-5%
- Cc1cc2nc(SCC(=O)Nc3ccc(Br)cc3F)[nH]c(=O)c2[nH]1
 : 6%	-6%
- Cn1cc(C(C(=O)O)N2CCN(C=O)CC2)c2cc(C(=O)O)ccc21 (configuration not stated)
 : 2%	-2%
- COc1cccc(CNC(=O)C2CCN(C(=O)c3sccc3-n3cccc3)CC2)c1
 : 4%	-1%
- COc1ccc(-c2nc(CN3CCC(C(=O)NCCCOC(C)C)CC3)c(C)o2)cc1OC
 : 12%	-30%
- CCN(c1ccccc1)c1nnc(NC(=O)Nc2ccc(Br)cc2F)s1
 : -9%	-7%
- CCc1nn2c(=O)cc(COC(=O)c3cccc(NC(=O)c4ccccc4Cl)c3)nc2s1
 : 2%	-12%
- COc1ccc(C(=O)NC2CC2)cc1C
 : 1%	5%
- C/C(=N/Nc1ccccc1C(F)(F)F)c1cc(Cl)ccc1Cl
 : -4%	-3%
- Cc1cccc(C)c1-n1nnnc1C(C)(C)Nc1ccccc1
 : -16%	-1%

By substructure, the compounds so far with a COOH group
Values run as follows: AID inhibitor	UDG counter
- CCc1ccc(CNCc2c(C(=O)O)n(Cc3ccc(C)cc3)c3cc(C)ccc23)cc1
 : 2%	-7%
- Cn1cc(C(C(=O)O)N2CCN(C=O)CC2)c2cc(C(=O)O)ccc21 (configuration not stated)
 : 2%	-2%

(listing goes on)
Values run as follows: AID inhibitor	UDG counter
- COc1cn(CC(=O)Nc2cccc(C)c2C)c(CN2CCCCC2)cc1=O
 : 8%	-2%
- Cc1cccc(OCc2nc(C#N)c(N3CCOCC3)o2)c1
 : -3%	5%
- COc1ccc2c(c1)NC(c1cccnc1)=NC(c1ccc(F)cc1)=N2
 : -9%	0%
- Nc1nn(-c2ccccc2)nc1C(=O)OCc1ccccc1
 : 20%	32%[activator]
- COC(=O)c1ccc(COC(=O)CCC(=O)c2ccc3c(c2)OCCCO3)cc1
 : -6%	-2%
- CC(C)Cn1cc(NC(=O)Nc2cccc(C(F)(F)F)c2)c2ccccc2c1=O
 : 141%[activator]	-7%
- COc1ccc2cc(C(=O)N(Cc3ccc(C)o3)C3CC3)[nH]c2c1
 : 1%	-7%
- COc1ccc(C2CC(=O)c3c([nH]c(C(=O)OC4CCCCCC4)c3C)C2)cc1 (configuration not stated)
 : 9%	4%
- Cc1ccc2[nH]c(CSc3nnc(NC(=O)c4ccccc4F)s3)cc(=O)c2c1
 : -11%	-3%[57.5 µM]
- COc1ccc(Cl)cc1NS(=O)(=O)c1c(C)[nH]c(=O)[nH]c1=O
 : -14%	6%
- Cc1cccc(NC(=O)CC(C)(C(=O)O)c2ccccc2)c1C (configuration not stated)
 : -1%	-7%
- CC(=O)NNC(=S)Nc1ccccc1F
 : 11%	1%
- Cn1c(=O)n(CCC(=O)N2CCCC2)c(=O)c2cc(S(=O)(=O)Nc3ccc(C#N)cc3)ccc21
 : -6%	0%
- Cn1c(=O)c2sccc2n2c(CCC(=O)NCc3ccccc3)nnc12
 : -15%	1%
- Cc1cccc(NC(=O)CCn2nc(C)c3c(C)n(-c4ccccc4)nc3c2=O)c1C
 : 2%	-5%
- CCc1cc(C(=O)Cc2csc(-c3ccccc3)n2)c(O)cc1O
 : -3%	-5%
- COc1ccc(CC(=O)NCc2nnc(SCC(=O)c3ccc(Cl)cc3Cl)n2C)cc1
 : 1%	-7%
- COc1ccccc1CNC(=O)CCCn1c(=O)c2ccccc2n(Cc2ccc(F)cc2)c1=O
 : 1%	3%
- CC(C)c1ccc(S(=O)(=O)c2nnn3c2nc(NCc2cccs2)c2sccc23)cc1
 : -2%	2%
- Cc1c(Br)cc(C(=O)NC2CC3CCC2(C)C3(C)C)c(C)c1C (configuration not stated)
 : -9%	-1%

Continuation:
Values run as follows: AID inhibitor	UDG counter
- O=C(O)c1ccc(/C=C/C(=O)c2ccccc2Cl)cc1
 : 0%	-1%
- Cc1ccc(OCc2nc(C#N)c(N3CCCCCC3)o2)cc1
 : -19%	-6%
- O=C(CCc1nc2ccccc2s1)NCCc1cccc(F)c1
 : -8%	-4%
- O=C(c1cc(-c2ccccc2)nc2ccccc12)N1CCN(c2ncccn2)CC1
 : -10%	-2%
- Cc1cc(C)c(NC(=O)Cn2c(=O)n(CC3CCCO3)c(=O)c3ccccc32)c(C)c1 (configuration not stated)
 : -4%	-6%
- CCc1ccc(NC(=O)Cn2c(-c3cncs3)nc3ccccc32)cc1
 : 4%	1%[57.5 µM]
- CCOc1ccc(S(=O)(=O)NCCc2csc3nc(-c4ccc(F)cc4)nn23)cc1
 : 7%	-2%[57.5 µM]
- Cc1cc(C)cc(NC(=O)CSc2nc3c(oc4ccccc43)c(=O)n2-c2ccccc2F)c1
 : -19%	-4%
- Clc1ccc(-c2nc(-c3ccccn3)no2)cc1
 : -2%	3%
- CCCC12CN3CC(C)(CN(C1)C3c1cn(C)c3ccccc13)C2=O (configuration not stated)
 : ?	-18%
- Cc1cc(S(=O)(=O)N2CCN(C(=O)c3ccc(-n4cccc4)cc3)CC2)ccc1Br
 : -5%	-7%
- CN(CC(=O)Nc1ccc(Cl)c(Cl)c1)C(=O)c1ccccc1SCC(=O)N1CCCC1
 : 2%	1%
- COc1ccc(CN(C(=O)c2cc3ccccc3s2)C2CC2)cc1
 : -18%	-10%
- O=C(OCc1ccc(C(F)(F)F)cc1)c1cc2c(cc1[N+](=O)[O-])OCCO2
 : -6%	-1%
- COc1ccc(-c2nc(SCC(=O)NC3CCCC3)c(-c3ccccc3)[nH]2)cc1OC
 : -24%	4%
- Cc1ccc(OCC(=O)Nc2ccc3oc(-c4ccccc4)nc3c2)cc1C
 : 13%	4%
- COC(=O)c1cccc(NC(=O)N(C)CCc2c(C)nn(C)c2C)c1
 : 8%	7%
- COc1ccccc1-c1nn(-c2ccccc2)cc1C(=O)NCC(C(C)C)N1CCOCC1 (configuration not stated)
 : -11%	-7%
- COCCn1c(C)cc(C(=O)CSc2nnc(-c3ccccc3OC)n2-c2ccc(Cl)cc2)c1C
 : -17%	-4%
- Cc1cc(OCC(=O)Nc2ccc3c(c2)OCCO3)c2c(C)c(C)c(=O)oc2c1
 : -15%	-2%

The results go on.
Values run as follows: AID inhibitor	UDG counter
- O=C(Nc1ccccc1N1CCCC1)c1cc(Cl)c2c(c1)OCCO2
 : 5%	5%
- O=C(OC1CCCCC1=O)c1ccc(Cl)c(Cl)c1 (configuration not stated)
 : -3%	7%
- Cc1ccc(C(=O)Nc2ccc3nc(SCC(=O)N4CCc5ccccc54)sc3c2)cc1
 : 0%	0%[57.5 µM]
- Cc1nc2nc(NCc3ccc(Br)cc3)[nH]n2c(=O)c1Cc1ccccc1
 : 18%	-9%
- N[C@@H](CCC(=O)N[C@H](CSN=O)C(=O)NCC(=O)O)C(=O)O
 : 2%	-12%
- COc1ccccc1NC(=O)CN1C(=O)CCSc2ccccc21
 : 4%	12%
- Cc1ccc2[nH]cc(CCNC(=O)c3ccc(C(F)(F)F)cc3)c2c1
 : -13%	-6%
- O=C1CCCC2=C1C(c1ccc(F)cc1)C=C1c3cc4c(cc3CCN12)OCCCO4 (configuration not stated)
 : 24%	3%
- Cc1cccc(Cn2c(C)c(CNC3CCCCC3)c(C(=O)O)c2C)c1
 : 29%	5%
- CCC(=O)C1=C(c2ccccc2)N(C(=O)CC)n2c(nnc2-c2ccccc2)S1
 : 30%	-1%
- Cc1cccc(-c2noc(-c3ccc(Br)cc3)n2)c1
 : 4%	4%
- COc1ccc(N2CCN(C(=O)CSc3nc(-c4ccc(C(C)C)cc4)no3)CC2)cc1
 : 3%	-6%
- CCN(C(=O)C(=O)Nc1ccc2nc3n(c(=O)c2c1)CCCCC3)c1ccc(F)cc1
 : -12%	-1%[57.5 µM]
- Cc1nc(-c2ccccc2)sc1C(=O)NC1CCC(C(F)(F)F)CC1 (configuration not stated)
 : -11%	2%
- CCN(NC(=O)c1ccc(CNC(N)=O)cc1)c1ccc(C)cc1
 : 0%	-3%
- Cc1cc(-c2ccc(C)c(S(=O)(=O)Nc3ccccc3C(F)(F)F)c2)on1
 : -28%	-13%
- CCOc1ccc(C(=O)OCc2ccccc2C#N)cc1
 : -14%	-2%
- CCOc1ccc(S(=O)(=O)c2cn(Cc3ccccc3C)c3ccc(OC)cc3c2=O)cc1
 : -21%	-20%
- COc1ccccc1CNC(=O)C(C)Sc1nc2cc(Cl)ccc2n1C (configuration not stated)
 : -7%	0%
- O=C(/C=C/c1ccco1)OC(C(=O)c1ccccc1)C(=O)c1ccccc1
 : -3%	-3%

Individual results from above.
Cc1[nH]c2ccccc2c1/C=C/C(=O)C(F)(F)F in UDG counter is entered as 0%
Cc1ccc2[nH]c(CSc3nnc(NC(=O)c4ccccc4F)s3)cc(=O)c2c1 in AID inhibitor is entered as -11%
Cn1cc(C(C(=O)O)N2CCN(C=O)CC2)c2cc(C(=O)O)ccc21 (configuration not stated) in AID inhibitor is entered as 2%
COc1ccccc1CNC(=O)CCCn1c(=O)c2ccccc2n(Cc2ccc(F)cc2)c1=O in AID inhibitor is entered as 1%

Going on with the list:
Values run as follows: AID inhibitor	UDG counter
- CC(OC(=O)c1ccc(CS(C)(=O)=O)cc1)C(=O)c1ccc(F)cc1 (configuration not stated)
 : 12%	3%
- CCOc1cc(S(=O)(=O)N(CCO)CCO)ccc1Br
 : -1%	5%
- Cc1ccc(Sc2c(C)nn(C(=O)COc3ccc(F)cc3)c2C)cc1
 : 3%	?
- COc1ccc(S(=O)(=O)N2CCCCC2)cc1NC(=O)c1nn(C(C)C)c(=O)c2ccccc12
 : 0%	-6%
- CONC(=O)C(NC(=O)c1ccc(Cl)cc1Cl)C(C)C (configuration not stated)
 : -2%	-7%

These rows are one share of the data, so the mix of outcomes need not match the whole.
